rCAG binder: binds r(CAG) RNA repeats | r(CAG) RNA repeat, TO-PRO-1 dye displacement fluorescence | inhibition, % at 3 µM | 370,000 compounds, 1.3% hits;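 active means inhibition above the plate cutoff, the mean of all test compounds on that plate plus 3 SD, cut at about 35% in these data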;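 further: 0% = DMSO alone and 100% = 100 µM mitoxantrone as full dye displacement; higher means more dye released from RNA so lower well fluorescence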
Rev-erbA mod: Rev-erb alpha (human) modulation | Rev-erbα–FITC-DNA binding, fluorescence polarization, 90 min | activity, % at 10 µM | 370,000 compounds, 0.79% hits;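 active means activity above about 14%, limit read from the data; passing the limit was not always enough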;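 further: 0% = DMSO wells with 35 nM protein and 100% = DMSO wells with 750 nM protein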
MBD2 DNA inh: blocks human MBD2 binding to methylated DNA. 370,000 compounds, 0.31% hits. Q9UBB5. TR-FRET, MBD2 binding to methylated oligonucleotide. inhibition, % at 4.4 µM. AID 686964; in the data active means inhibition above about 13%
Target sequence (Q9UBB5 whole entry, looked up): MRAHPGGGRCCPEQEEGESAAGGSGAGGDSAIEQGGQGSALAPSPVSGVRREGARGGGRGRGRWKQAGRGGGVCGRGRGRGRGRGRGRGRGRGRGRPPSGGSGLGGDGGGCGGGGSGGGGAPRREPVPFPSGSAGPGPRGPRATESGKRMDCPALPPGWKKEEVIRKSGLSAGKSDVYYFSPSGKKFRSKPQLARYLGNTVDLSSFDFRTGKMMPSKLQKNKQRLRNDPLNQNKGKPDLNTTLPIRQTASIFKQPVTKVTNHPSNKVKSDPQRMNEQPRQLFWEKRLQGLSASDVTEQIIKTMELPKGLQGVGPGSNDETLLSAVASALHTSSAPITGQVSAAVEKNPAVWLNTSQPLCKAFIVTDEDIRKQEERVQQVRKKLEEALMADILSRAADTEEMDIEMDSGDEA
HTRA1 inh: HTRA1 (human) protease inhibition; Q92743; recombinant HTRA1, FP-rhodamine activity-based probe, fluorescence polarization; inhibition, % at 5.96 µM; 340,000 compounds, 0.5% hits; AID 504803; in the data active means inhibition above about 36%;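 further: 0% = enzyme with DMSO and 100% = wells lacking enzyme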
mABHD4 FP: inhibitors of mouse ABHD4; 370,000 compounds, 0.54% hits; inhibition, % at 8.92 µM; AID 720543; purified mABHD4, FP-Rh probe fluorescence polarization;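 active means inhibition exceeding the mean over every tested compound plus 3 SD, cut at about 30% in these data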;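 further: 0% = plate median of compound wells and 100% = S159A mutant with DMSO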
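Test system: mABHD4 protein | Buffer or medium: HEPES pH 7.0 buffer, 150 mM NaCl, 0.01% Pluronic F-127 | Probe or stimulus: FP-Rh fluorescent activity-based probe, added after compound pre-incubation | Timing: Pre-incubation 45 min, probe exposure 60 min, at 25 °C | Technique: Fluorescence polarization, excitation 525 nm, emission 598 nm, BODIPY TMR filters | Repeats: Single well per compound (singlicate)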
PG9 Ab binder: binds the HIV-1 gp120 antibody PG9; 360,000 compounds, 0.43% hits; AID 624416; TR-FRET gp120-PG9 antibody binding; inhibition, % at 6.7 µM; in the data active means inhibition above about 8.5%
LEDGF integ inh: blocks HIV-1 LEDGF/p75-dependent DNA integration | inhibition, % at 3.7 µM | 370,000 compounds, 0.64% hits | TR-FRET IN-LEDGF/p75 DNA integration, Eu/Cy5;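 active means inhibition above the screen-wide mean plus 3 SD, cut at about 13% in these data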;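 further: signal is the Cy5 over europium emission ratio at 671 and 618 nm; 0% = plate median of compound wells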
TCR-CD3 inh: inhibitors of human TCR-CD3 interaction | 360,000 compounds, 0.37% hits | AID 651800 | TAMRA-labeled TCR probe fluorescence, biochemical | inhibition, % at 9.4 µM; in the data active means inhibition above about 19%;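 further: recombinant mutant TCR 2C K166C tagged with TAMRA read by polarization; 0% = receptor in buffer alone and 100% = receptor with positive control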
PRMT1 FP inh: blocks human protein arginine methyltransferase 1. Q99873. recombinant PRMT1, activity-based probe fluorescence polarization. inhibition, % at 2.79 µM. 370,000 compounds, 1.3% hits;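 active means inhibition above about 21% made by adding two undisclosed values, limit read from the data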
Target sequence (Q99873 whole entry, looked up): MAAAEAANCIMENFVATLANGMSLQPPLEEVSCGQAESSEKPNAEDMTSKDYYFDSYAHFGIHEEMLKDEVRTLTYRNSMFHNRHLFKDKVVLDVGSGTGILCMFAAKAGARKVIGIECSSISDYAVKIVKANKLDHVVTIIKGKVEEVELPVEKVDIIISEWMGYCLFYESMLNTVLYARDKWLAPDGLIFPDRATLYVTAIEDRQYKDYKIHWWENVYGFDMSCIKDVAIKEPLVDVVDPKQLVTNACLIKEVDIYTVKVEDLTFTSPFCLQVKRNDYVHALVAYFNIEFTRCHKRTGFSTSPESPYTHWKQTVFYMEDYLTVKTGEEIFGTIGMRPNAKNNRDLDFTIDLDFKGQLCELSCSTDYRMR
UHRF1 binding: UHRF1 methyl-DNA binding inhibition. Q96T88. UHRF1 binding to methylated oligo, TR-FRET. inhibition, % at 4.4 µM. 370,000 compounds, 0.75% hits; in the data active means inhibition above about 21%;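 further: UHRF1 SRA domain binding a hemimethylated CpG hairpin DNA probe; 0% = median of test compound wells and 100% = reference inhibitor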
* hit, by the source's call; x = not tested or not shown.

Abbreviations – A = rCAG binder; B = Rev-erbA mod; C = MBD2 DNA inh; D = HTRA1 inh; E = mABHD4 FP; F = PG9 Ab binder; G = LEDGF integ inh; H = TCR-CD3 inh; I = PRMT1 FP inh; J = UHRF1 binding
1) Cc1cc2c(c(=O)n1C)C(Cc1ccccc1)C(C#N)=C(N)O2 (stereo unspecified)
  A: 2.0 | B: -5.6 | C: -1.3 | D: 5.8 | E: 1.5 | F: 0.4 | G: -2.4 | H: 4.8 | I: -2.1 | J: -0.7

2) Cc1nn(-c2ccc(F)cc2)c(Cl)c1C(=O)N(C)CC(=O)Nc1cccc(F)c1
  A: -5.3 | B: -5.1 | C: -6.1 | D: -1.7 | E: -3.0 | F: -0.1 | G: -0.3 | H: 0.9 | I: 0.2 | J: -4.1

3) COc1cc2cnc(-c3ccccc3)c(-c3cccc(C(F)(F)F)c3)c2cc1OC
  A: 2.9 | B: 6.2 | C: -6.0 | D: -7.0 | E: 4.6 | F: -0.3 | G: 1.1 | H: 4.9 | I: 1.2 | J: -0.4

4) COc1ccc(NC(=O)Nc2ccc3c(c2)C(=O)N([C@H](C)CO)C[C@@H](C)[C@@H](CN(C)Cc2ccc4c(c2)OCO4)OCCCC[C@H](C)O3)cc1
  A: 6.1 | B: -0.1 | C: 6.3 | D: x | E: 6.8 | F: -2.2 | G: -4.2 | H: 10.1 | I: 2.8 | J: 19.4

5) CCCCN1CCc2c([nH]c3c(C)cccc23)C1=O
  A: -5.1 | B: 1.6 | C: 1.1 | D: -2.7 | E: -1.1 | F: -0.5 | G: -1.4 | H: 3.1 | I: -0.8 | J: 0.1

6) CCN1CCN(C(=O)CN(CC)S(=O)(=O)c2ccc(F)cc2)CC1
  A: -2.1 | B: 2.3 | C: 1.6 | D: -1.1 | E: 3.5 | F: -1.7 | G: 0.3 | H: 3.6 | I: 0.6 | J: -1.4

7) COc1ccccc1CNC(=O)c1cc2c(C)nn(Cc3ccc(F)cc3)c2s1
  A: 6.5 | B: 4.1 | C: -5.1 | D: -53.4 | E: -27.7 | F: -1.3 | G: 4.0 | H: -5.1 | I: -0.5 | J: 3.7

8) Brc1ccc(CNCc2cccs2)cc1
  A: -3.4 | B: 7.4 | C: 4.4 | D: 8.3 | E: 9.1 | F: 1.6 | G: -3.5 | H: -2.1 | I: 1.0 | J: 0.8

9) COC(=O)C[C@@H]1C[C@H]2c3cc(NC(=O)Nc4ccccc4F)ccc3O[C@H]2[C@@H](CO)O1
  A: 6.2 | B: 2.3 | C: 0.0 | D: x | E: 0.0 | F: -1.2 | G: -2.2 | H: -1.8 | I: 4.2 | J: 0.2

10) CCC(CC)NCc1ccc2c(c1)c1ccccc1n2CC
  A: 11.0 | B: 4.2 | C: -3.4 | D: 3.8 | E: 10.6 | F: -2.6 | G: -2.2 | H: 0.7 | I: -2.9 | J: -2.7

11) CC1Cc2ccccc2N1CC(=O)Nc1ccc(N2CCOCC2)cc1 (stereo unspecified)
  A: -2.5 | B: -6.4 | C: 4.7 | D: 12.8 | E: 1.2 | F: -1.9 | G: -3.9 | H: -1.9 | I: 1.2 | J: 4.2

12) Cc1cccc(-n2c(C)nc3c(cnn3-c3ccc(F)cc3)c2=O)c1
  A: -5.8 | B: -2.7 | C: 2.0 | D: -3.3 | E: -4.7 | F: -1.2 | G: 3.7 | H: 5.5 | I: -1.4 | J: 0.0

13) O=C(Nn1c(SCc2ccc([N+](=O)[O-])cc2)nc2ccccc2c1=O)c1ccc(F)cc1
  A: 25.7 | B: 0.3 | C: 0.7 | D: -39.5 | E: -52.4 | F: -0.1 | G: 0.4 | H: 4.6 | I: -1.2 | J: -2.9

14) CS(=O)(=O)N1CCC(C(=O)Nc2cccc(C(F)(F)F)c2)CC1
  A: -1.6 | B: 1.2 | C: 0.8 | D: 0.3 | E: -0.1 | F: 0.2 | G: -0.7 | H: 1.8 | I: 1.5 | J: 10.4

15) C#CCNC(=O)C[C@H]1C[C@@]2(C(=O)OC)C(=C[C@H](C(C)(C)C)O[C@@H]2C)N(Cc2ccccc2)C1=O
  A: 0.1 | B: 0.2 | C: 4.8 | D: x | E: 1.8 | F: 1.2 | G: -0.9 | H: 1.7 | I: 5.4 | J: 2.0

16) O=C(COC(=O)c1ccccc1Br)Nc1ccc2[nH]c(=O)[nH]c2c1
  A: 2.8 | B: 12.1 | C: -1.1 | D: 0.7 | E: 3.5 | F: -1.0 | G: -1.9 | H: -13.7 | I: 1.4 | J: 3.1

17) CN(C)CCNC(=O)NC1CCCCC1
  A: 0.4 | B: -3.1 | C: -0.1 | D: 7.9 | E: 2.9 | F: -1.3 | G: 7.0 | H: 1.4 | I: -1.9 | J: 0.3

18) COC(=O)c1ccccc1N/C=C1\CCc2c(c(C)nn2-c2ccccn2)C1=O
  A: 4.4 | B: -2.6 | C: -2.2 | D: -6.5 | E: 4.0 | F: -0.2 | G: -3.0 | H: 5.0 | I: 17.7 | J: 0.2

19) CC(C)c1ccc(NC(=O)C2CSC3(C)CCC(=O)N23)cc1 (stereo unspecified)
  A: -3.1 | B: -0.8 | C: -10.4 | D: -4.5 | E: -1.1 | F: 0.7 | G: 1.4 | H: 0.4 | I: -2.1 | J: -4.3

20) COc1ccccc1OCCNC(=O)c1ccc(Br)cc1
  A: -1.1 | B: 1.5 | C: 9.8 | D: -6.1 | E: -7.7 | F: 0.0 | G: 5.3 | H: -12.2 | I: 9.8 | J: 8.3

Nine of these compounds in another layout:
entry | SMILES | rCAG binder | Rev-erbA mod | MBD2 DNA inh | HTRA1 inh | mABHD4 FP | PG9 Ab binder | LEDGF integ inh | TCR-CD3 inh | PRMT1 FP inh | UHRF1 binding
9 | COC(=O)C[C@@H]1C[C@H]2c3cc(NC(=O)Nc4ccccc4F)ccc3O[C@H]2[C@@H](CO)O1 | 6.2 | 2.3 | 0.0 | x | 0.0 | -1.2 | -2.2 | -1.8 | 4.2 | 0.2
10 | CCC(CC)NCc1ccc2c(c1)c1ccccc1n2CC | 11.0 | 4.2 | -3.4 | 3.8 | 10.6 | -2.6 | -2.2 | 0.7 | -2.9 | -2.7
11 | CC1Cc2ccccc2N1CC(=O)Nc1ccc(N2CCOCC2)cc1 (stereo unspecified) | -2.5 | -6.4 | 4.7 | 12.8 | 1.2 | -1.9 | -3.9 | -1.9 | 1.2 | 4.2
12 | Cc1cccc(-n2c(C)nc3c(cnn3-c3ccc(F)cc3)c2=O)c1 | -5.8 | -2.7 | 2.0 | -3.3 | -4.7 | -1.2 | 3.7 | 5.5 | -1.4 | 0.0
13 | O=C(Nn1c(SCc2ccc([N+](=O)[O-])cc2)nc2ccccc2c1=O)c1ccc(F)cc1 | 25.7 | 0.3 | 0.7 | -39.5 | -52.4 | -0.1 | 0.4 | 4.6 | -1.2 | -2.9
14 | CS(=O)(=O)N1CCC(C(=O)Nc2cccc(C(F)(F)F)c2)CC1 | -1.6 | 1.2 | 0.8 | 0.3 | -0.1 | 0.2 | -0.7 | 1.8 | 1.5 | 10.4
15 | C#CCNC(=O)C[C@H]1C[C@@]2(C(=O)OC)C(=C[C@H](C(C)(C)C)O[C@@H]2C)N(Cc2ccccc2)C1=O | 0.1 | 0.2 | 4.8 | x | 1.8 | 1.2 | -0.9 | 1.7 | 5.4 | 2.0
16 | O=C(COC(=O)c1ccccc1Br)Nc1ccc2[nH]c(=O)[nH]c2c1 | 2.8 | 12.1 | -1.1 | 0.7 | 3.5 | -1.0 | -1.9 | -13.7 | 1.4 | 3.1
17 | CN(C)CCNC(=O)NC1CCCCC1 | 0.4 | -3.1 | -0.1 | 7.9 | 2.9 | -1.3 | 7.0 | 1.4 | -1.9 | 0.3

Carrying on:
Abbreviations – A = rCAG binder; B = Rev-erbA mod; C = MBD2 DNA inh; D = HTRA1 inh; E = mABHD4 FP; F = PG9 Ab binder; G = LEDGF integ inh; H = TCR-CD3 inh; I = PRMT1 FP inh; J = UHRF1 binding
21) O=C(NC1CCCCC1)N1CCCCCCC1
  A: -0.2 | B: -0.6 | C: 0.5 | D: -5.9 | E: 1.1 | F: 0.6 | G: -1.5 | H: -1.6 | I: -3.3 | J: -1.4

22) Cc1ccc(C(=O)CCC2CCCCC2=O)cc1 (stereo unspecified)
  A: -1.8 | B: -2.0 | C: -2.9 | D: -3.6 | E: -3.5 | F: -0.1 | G: 1.6 | H: 3.0 | I: 0.6 | J: -3.5

23) Cc1cc(C)cc(NC(=O)c2ccc(CSc3nnnn3C)cc2)c1
  A: -0.8 | B: -0.5 | C: 1.9 | D: -8.9 | E: 4.2 | F: 0.5 | G: 2.8 | H: -0.7 | I: -0.4 | J: -0.3

24) COC(=O)CCCC(=O)NCC1(N(C)Cc2ccccc2)Cc2ccccc2C1
  A: -8.8 | B: -6.7 | C: -6.4 | D: 0.9 | E: -2.6 | F: -1.1 | G: -1.6 | H: 2.4 | I: -4.5 | J: 1.0

Not all compounds are listed. The share of hits here may be higher or lower than overall.
